Compound activity deposited in PubChem BioAssay by several laboratories.
STK33 kinase inh: human STK33 kinase inhibition; Q9BYT3; 320,000 tested, 0.073% active; inhibition, % at 10 µM; purified STK33, MBP phosphorylation, ADP-Glo luminescence; AID 2661;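 active means inhibition at or above 25%, using the most active replicate where run in duplicate; inactive means inhibition below 25%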
KCNQ2 inh: KCNQ2 channel blockers in CHO-K1 cells – cell-based, FluxOR thallium flux, B-score, primary screen (AID 2156) | O88943 | 20 min; active compounds read low | B-score at 10 µM | 310,000 tested, 1.1% active;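 active means fluorescence ratio B-score at most minus 3 library SDs, with starting brightness B-score within 2 library SDs, cut at about -5.5 in these data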
Target sequence (O88943 whole entry, looked up): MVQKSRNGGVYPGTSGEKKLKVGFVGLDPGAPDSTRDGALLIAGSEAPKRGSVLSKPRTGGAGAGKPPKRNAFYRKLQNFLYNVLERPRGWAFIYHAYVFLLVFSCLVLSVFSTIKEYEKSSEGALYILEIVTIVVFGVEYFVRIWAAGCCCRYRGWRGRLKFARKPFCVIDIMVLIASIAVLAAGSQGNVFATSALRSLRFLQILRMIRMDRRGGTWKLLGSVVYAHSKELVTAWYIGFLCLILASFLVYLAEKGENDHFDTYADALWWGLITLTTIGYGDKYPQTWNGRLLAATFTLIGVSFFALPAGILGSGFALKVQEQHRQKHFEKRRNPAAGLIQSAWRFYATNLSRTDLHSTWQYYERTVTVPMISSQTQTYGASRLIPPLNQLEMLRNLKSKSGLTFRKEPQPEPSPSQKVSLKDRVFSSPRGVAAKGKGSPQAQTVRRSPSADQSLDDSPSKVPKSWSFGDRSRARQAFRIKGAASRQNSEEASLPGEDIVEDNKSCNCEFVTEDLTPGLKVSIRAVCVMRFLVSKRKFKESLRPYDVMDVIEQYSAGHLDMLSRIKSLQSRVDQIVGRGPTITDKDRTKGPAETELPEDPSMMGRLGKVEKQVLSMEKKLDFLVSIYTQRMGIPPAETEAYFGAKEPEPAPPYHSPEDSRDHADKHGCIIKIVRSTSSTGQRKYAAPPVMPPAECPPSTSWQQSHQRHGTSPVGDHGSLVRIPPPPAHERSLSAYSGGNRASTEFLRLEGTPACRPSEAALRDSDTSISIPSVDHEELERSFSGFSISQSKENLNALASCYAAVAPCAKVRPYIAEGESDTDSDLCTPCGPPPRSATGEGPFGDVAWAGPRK
OX1R antag: blocks the human orexin 1 receptor; O43613; OX1R-expressing cells, FRET antagonist read-out; inhibition, % at 6.6 µM; 330,000 tested, 1.8% active; in the data active means inhibition mostly above about 38%, no sharp cut-off; inactive means mostly below about 40%;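 further: 0% = agonist challenge alone and 100% = reference antagonist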
Numbers without * were called inactive; i = inactive; / = no result given; & = joins results of further samples.

SMILES,STK33 kinase inh,KCNQ2 inh,OX1R antag
CCOc1ccc(CN2C(=O)c3ccccc3C2C(=O)NCC2CCCO2)cc1 (stereo not given),-0.9,i,10
O=C(NCCCO)C(=O)NCC(c1ccc2c(c1)OCO2)N1CCN(c2ccc(F)cc2)CC1 (stereo not given),1.1,i,11
CS(=O)(=O)N1CCc2cc(C(=O)Nc3ccccc3Br)ccc21,-0.8,i,/
COc1ccc(/C=N/NC(=O)c2[nH]c(C)c(C(=O)N/N=C/c3ccc(OC)cc3)c2C)cc1,/,i,13
CC12CCC(C(=O)NC3CCCCC3)([C@H](Br)C1=O)C2(C)C (stereo not given in full),-2.0,i,8
CC(C)CCNC(=O)CN(C(=O)CCC(=O)Nc1ccccn1)c1ccc(F)c(Cl)c1,-1.1,i,9
CC1(C)NC(=O)N(CC(O)Cn2c3ccccc3c3ccccc32)C1=O (stereo not given),-0.8,i,8
Cc1ccc(-c2nnc3ccc(SCC(=O)Nc4cc(C)on4)nn23)cc1,/,i,19
Cn1c(SCC(=O)c2c(N)n(C)c(=O)n(C)c2=O)nnc1-c1ccccc1F,0.7,i,11
COc1cc(OC)nc(Oc2cccc(Cl)c2C)n1,-1.1,i,3
O=C(NCC(=O)N1CCCCCCC1)c1ccccc1Br,-0.7,i,8
C=CCOc1ccc(CNn2c(C)n[nH]c2=S)cc1OC,-1.1,i,23
CCOC(=O)[C@@H]1[C@H]2COc3ccc(Br)cc3[C@@H]2N2C(=O)N(c3cccc(F)c3)C(=O)[C@]12C,-0.5,i,12
O=c1[nH]ncc2c3ccccc3n(Cc3ccc(F)cc3)c12,0.2,i,21
CC(C)Oc1ccccc1C1(c2ccccc2)NC(=O)NC1=O (stereo not given),-0.1,i,9

The results go on.
SMILES,STK33 kinase inh,KCNQ2 inh,OX1R antag
CCOC(=O)CCN1C(=O)c2ccccc2Sc2ncccc21,-2.1,i,-4
Cc1cccc(C)c1NC(=O)C1CCCN1C(=O)Nc1cccc(F)c1 (stereo not given),-0.8,i,19
COC(=O)c1cc(OC)c(OC)cc1NC(=S)N1CCN(c2ccccn2)CC1,-0.9,i,16
C/C(N)=C(/C#N)C(=O)CSc1nc2cc(Cl)ccc2c(=O)n1-c1ccc(C)cc1,-1.8,i,18
O=C(N/N=C/c1cccnc1)C(=O)N1CCCCCC1,0.2,i,9
CCCS(=O)(=O)c1c(S(=O)(=O)CCC)c2cc(-c3ccncc3)ccn2c1C(=O)OC,-1.5,i,21
CCSc1ccccc1C(=O)NCc1ccc(OC)cc1,-0.6,i,6
CCN(CC)C(CNC(=O)CSc1nnnn1-c1cccc(F)c1)c1ccco1 (stereo not given),-0.4,/,15
CN(CC(=O)Nc1ccc(Cl)cc1)C1CCCCC1,1.8,i,14
Cc1cc(C(=O)COc2cc(F)ccc2[N+](=O)[O-])c(C)n1CC1CCCO1 (stereo not given),-2.7,/,9
Cc1nc2ccc(NC(=O)c3cc(S(=O)(=O)N(C)c4ccccc4)ccc3Cl)cc2s1,-0.4,i,40
COc1ccccc1N1N=C(c2cccs2)CC1c1ccccc1 (stereo not given),-0.5,i,10
CC(=O)N(C)c1ccc(C(O)(C(F)(F)F)C(F)(F)F)cc1,-0.4,i,13
COc1ccc(C(CNC(=O)c2cccc(S(=O)(=O)N(C)c3ccccc3)c2)N2CCCC2)cc1 (stereo not given),-0.8,/,13
O=C(O)C1(c2ccccc2)CCN(S(=O)(=O)c2ccccc2)CC1,-0.7,i,10

(next part)
SMILES,STK33 kinase inh,KCNQ2 inh,OX1R antag
O=C(C1CCCO1)N1CCN(C(=S)Nc2ccccc2)CC1 (stereo not given),-2.4,i,8
CC(C)=CCN1CCN(Cc2ccc3nsnc3c2)CC1CCO (stereo not given),-0.2,i,49
OCCNc1nc(N2CCCC2)nc(N2CCCC2)n1,-0.6,i,11
CSC(=NC#N)N1CCN(c2ccc(Cl)cc2)CC1,-0.7,i,16
CN(C(=O)COc1ccc(Cl)cc1Br)C1CCCCC1,-0.5,-7.8*,44
CC(C)(C)NC(=O)COC(=O)c1ccc2c(c1)C(=O)N(Cc1ccco1)C2=O,-2.2,i,30
Cc1ccc2nc(C3CCCN(C(=S)Nc4ccccc4C)C3)[nH]c2c1 (stereo not given),-0.2,i,10
Cc1occc1-c1nnc(SCC(=O)NCc2cccs2)n1-c1ccc(F)cc1,8.2,i,20
COc1ccc([C@H]2CC(=O)C=C(c3cc(OC)ccc3OC)C2)cc1,-1.3,/,6
Cc1noc(C)c1C(=O)Nc1ccc(S(=O)(=O)N2CCCCC2)cc1,-0.1,i,9
CCCNS(=O)(=O)c1ccc(OCC(=O)N2CCCC2)cc1,-0.7,i,28
CS(=O)(=O)N(CC(=O)N1CCc2ccccc2C1)c1ccc(Br)cc1,-0.7,i,2
O=C(Nc1cccnc1Cl)c1cc(-c2ccc(F)cc2)on1,-2.0,i,20
CC(C)C(=O)Nc1nnc(-c2ccccc2)o1,-0.3,i,11
O=c1c(NCCc2ccccc2)c(-c2ccccc2)c1=O,-0.4,i,4

The list continues.
SMILES,STK33 kinase inh,KCNQ2 inh,OX1R antag
COC(=O)c1c(N2C(=O)[C@H]3[C@@H](C2=O)[C@]2(C(=O)Nc4c2ccc(C)c4C)N2CCC[C@@H]32)sc(C)c1C,0.4,i,2
Cc1ccc(CNC(=O)c2cncc(Br)c2)cc1,-0.8,i,13
COc1cc(C(=O)NC(C)CCn2cccn2)ccc1OC1CCN(C(C)=O)CC1 (stereo not given),-0.1,i,4
COc1ccc(OC)c(-c2csc(NC(=O)COC(=O)C3(C)CC3(Cl)Cl)n2)c1 (stereo not given),0.6,/,17
COC(=O)NCCc1cc(OC)c(OC)cc1S(=O)(=O)N1CC(=O)Nc2ccccc21,-1.0,i,-6
NC(=O)c1ccccc1NC(=O)c1ccc2ccccc2c1,3.9,i,1
CCOC(=O)CSc1nc(-c2ccncc2)ccc1C#N,-2.7,i,55
COC(=O)c1ccc(OCC(=O)c2ccccc2)cc1,0.4,i,30
CCCCOC(=O)Cn1c(=O)n(CC(=O)OCCCC)c2ccccc21,1.2,i,31
CC(=O)c1ccc(OCc2cc(C(=O)N(C)Cc3ccon3)no2)cc1,0.9,i,/
O=C(NNC(=O)C1CCCN(c2ncccn2)C1)c1ccncc1 (stereo not given),-0.3,i,3
OCCN1CCN(c2cc(C(F)(F)F)nc3c(F)cccc23)CC1,2.3,i,12
Cc1ccc(OCC(=O)N(Cc2ccccc2)C2CCS(=O)(=O)C2)c([N+](=O)[O-])n1 (stereo not given),-1.3,i,12
COc1ccc(Nc2nc(NCCCN3CCOCC3)nc(N)c2[N+](=O)[O-])cc1,1.9,i,23
CCN(CC)CC(C)CNC(=O)C1(O)c2ccccc2NC(=O)N1c1ccc(Cl)c(Cl)c1 (stereo not given),0.0,i,-2

(continued)
SMILES | STK33 kinase inh | KCNQ2 inh | OX1R antag
COC(=O)c1ccccc1NC(=O)Nc1ccc(C(=O)N2CCCC2)cc1 | -1.2 | i | 14
CCc1nc(SCC(=O)c2ccccc2)c2ccccc2n1 | 0.6 | i | 41
CCOC(=O)c1sc(NCc2ccco2)c(-c2nc3ccccc3s2)c1N | 2.1 | i | 17
Cc1cc(-c2cccc([N+](=O)[O-])c2)nc2ccccc12 | -0.7 | i | 69*
CCCCOc1cc(C(=O)NCCN(CC)CC)c2ccccc2n1 | -0.1&1.0 | i | 12&10
Cc1sc2cc(-c3cccc([N+](=O)[O-])c3)c(-c3cccc([N+](=O)[O-])c3)c[n+]2c1C | -0.2 | i | 64
CN(C)c1ccc(C(=O)NCc2ccc3c(c2)OCO3)cc1 | -2.1 | i | -7
Cn1cccc1Cc1nnc(SCC(=O)Nc2ccc(F)cc2)n1CCc1ccccc1 | -1.0 | i | 6
Clc1ccc(SCCn2cncn2)cc1 | -0.8 | i | 23
CN(CC(=O)NCc1ccccn1)S(=O)(=O)c1cc(Cl)ccc1Cl | 0.0 | i | 24
CC1CC(C)CN(C(=O)COC(=O)c2ccc3c(c2)C(=O)N(Cc2ccco2)C3=O)C1 (stereo not given) | -1.4 | / | 10
COc1ccccc1NC(=O)C1CCN(C(=O)C2CC(=O)N(c3ccc(C)cc3)C2)CC1 (stereo not given) | -1.0 | i | 15
O=C(COC(=O)c1ccc(Cl)nc1)NCCC1=CCCCC1 | -0.5 | i | 1
COCC(C)n1c(C)cc(C(=O)CN2C(=O)NC3(CCCCC3C)C2=O)c1C (stereo not given) | -1.4 | i | 2
CCc1ccc(NC(=O)CCc2nc3cccnc3n2Cc2ccc(OC)cc2)cc1 | -1.1 | i | 9

Next part:
SMILES | STK33 kinase inh | KCNQ2 inh | OX1R antag
CCOC(=O)C(=O)Nc1ccc(S(=O)(=O)Nc2nccs2)cc1 | -0.5 | i | 7
CS(=O)(=O)c1ccc(Oc2ccc(-c3nnco3)cc2)c([N+](=O)[O-])c1 | -0.7 | i | 26
COc1ccc(CCNC(=O)CSc2ccc(-c3cccs3)nn2)cc1OC | -1.3 | i | 34
Cc1ccc(-c2cccc(C3CC=CC4C3C(=O)N(Cc3ccccc3)C4c3ccc(C(F)(F)F)cc3)c2)cc1 (stereo not given) | 0.1 | i | 26
Cc1ccc(OCc2nc(-c3ccccn3)n[nH]2)cc1 | -1.8 | i | 4
COC/C=C/C1=CC2=CC(=O)C(C)(OC(=O)CCC(=O)OC)C(=O)C2=CO1 (stereo not given) | -0.4 | i | 8
O=C(NCC1CCCN1S(=O)(=O)c1cccs1)C(=O)Nc1ccc(F)cc1F (stereo not given) | 0.1 | i | 12
Cc1cccc(Nc2nnc(SC3CCOC3=O)s2)c1C (stereo not given) | -2.9 | i | 27
CC(C)Cn1c(CN2CCCCC2C)nc2c1c(=O)n(C)c(=O)n2C (stereo not given) | 0.5 | i | 20
COc1ccccc1Nc1nc(-c2sc(N)nc2C)cs1 | -1.1 | i | 31
CC(C)C1NCCc2c1sc1ccccc21 (stereo not given) | -0.9 | i | 2
CCN1C(=O)[C@H]2[C@@H](c3ccc(-c4ccc(Cl)c(Cl)c4)cc3)N3CCCC[C@@]3(C(=O)OC)[C@H]2C1=O | 6.4 | i | -6
CSc1ccc(NC(=O)C(C)N2CCN(C)CC2)cc1 (stereo not given) | -0.5 | i | 4
COc1ccc(CCNC(=O)CN(c2ccc(OC)c(OC)c2)S(C)(=O)=O)cc1OC | -0.5 | i | 11
COc1ccccc1C(=O)Nc1ccc(-c2nnn(CC(=O)N3CCN(C(=O)c4ccco4)CC3)n2)cc1 | 0.4 | i | 16

Some of the entries so far, field by field.
> CS(=O)(=O)c1ccc(Oc2ccc(-c3nnco3)cc2)c([N+](=O)[O-])c1
- STK33 kinase inh = -0.7
- KCNQ2 inh = i
- OX1R antag = 26

> COc1ccc(CCNC(=O)CSc2ccc(-c3cccs3)nn2)cc1OC
- STK33 kinase inh = -1.3
- KCNQ2 inh = i
- OX1R antag = 34

> Cc1ccc(-c2cccc(C3CC=CC4C3C(=O)N(Cc3ccccc3)C4c3ccc(C(F)(F)F)cc3)c2)cc1 (stereo not given)
- STK33 kinase inh = 0.1
- KCNQ2 inh = i
- OX1R antag = 26

> Cc1ccc(OCc2nc(-c3ccccn3)n[nH]2)cc1
- STK33 kinase inh = -1.8
- KCNQ2 inh = i
- OX1R antag = 4

(list continues)
SMILES | STK33 kinase inh | KCNQ2 inh | OX1R antag
CCC(C)(C)NC(=O)CN(Cc1cccs1)C(=O)CCC(=O)Nc1nccs1 | -1.6 | i | 19
Cc1nc2ccccc2n1/N=C/c1ccc([N+](=O)[O-])o1 | -1.5 | i | 36
O=S(=O)(Nc1cccc(-c2cn3cccnc3n2)c1)c1ccc(F)cc1 | 1.7 | i | 14
COc1ccc(-c2cn(-c3ccccc3)c(=S)[nH]2)cc1OC | -0.2 | i | -2
Cc1ccc(NC(=O)COC(=O)c2cccnc2)c(C)c1 | -2.7 | i | 3
Cc1cc(C)c(-c2csc(NC(=O)C3=COCCO3)n2)cc1C | -1.7 | i | 17
CCC(O)(c1ccccc1)C(CN1CCOCC1)c1ccccc1 (stereo not given) | -0.8 | i | -13
Oc1ccc(-c2nccc(-c3cccs3)n2)cc1 | 7.4 | i | 62
COc1ccccc1NS(=O)(=O)c1cc(NC(=O)c2ccccc2[N+](=O)[O-])ccc1N1CCOCC1 | -1.2 | / | 10
COc1ccc(C(=O)c2c[nH]c(C(=O)NCCCn3ccnc3)c2)cc1 | -1.4 | i | 10
CCCCOC(=O)c1ccc(NC(=O)CSc2nncn2C)cc1 | 21 | i | 38
COc1cccc2c1Oc1cc([N+](=O)[O-])cc(N(C)C(C)=O)c1C=C2 | -1.6 | i | 12
CC1=C(C#N)C(c2ccoc2)C(C(=O)OCc2ccccc2)=C(N)S1 (stereo not given) | -0.6 | i | 27
CCOC(=O)c1sc(=S)n(CC)c1NC(=O)CC | -0.4 | i | 4
Cc1ccc(-c2cc(N)n(-c3ccccc3)n2)cc1 | -3.7 | i | 7

Remaining list, next part:
SMILES | STK33 kinase inh | KCNQ2 inh | OX1R antag
O=C(Nc1ccccc1C(=O)O)c1cc(S(=O)(=O)N2CCCCC2)c(Cl)cc1Cl | -0.3 | i | 49
O=c1[nH]c2ccc(NC(=S)Nc3ccccc3)cc2[nH]1 | 0.9 | i | 26
O=C(Cn1cc2c(n1)CCCCC2)NCc1cccs1 | -1.0 | i | 18
CC(C)(C)OC(=O)NCCCC[C@H](NC(=O)c1[nH]cnc1C(=O)N[C@@H](Cc1ccccc1)C(=O)OC(C)(C)C)C(=O)OC(C)(C)C | 1.4 | i | 19
CCOc1ccc(S(=O)(=O)NCCC(=O)N(C)Cc2ccc(C)o2)cc1 | -0.5 | i | 4
CCN(C(=O)CCNC(=O)Cn1cnc2ccccc2c1=O)c1ccccc1F | -0.1 | i | 13
